Compound activity deposited in PubChem by several laboratories.
Dynein cargo inh: blocks dynein driven cargo transport along microtubules | 3617.4 mouse cells, GR-EGFP nuclear translocation imaging; test concentration mostly 20 µM; stimulated with dexamethasone, 1 µM; stronger effect = lower value | z-score, hits read low | hit rate 0.47% among 220,000 | AID 1381;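 active = plate z-score of nuclear minus cytoplasmic receptor signal below a set negative limit, without overly bright fluorescence or cell loss, cut at about -3.5 in these data, passing the limit was not always enough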;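 note: z-score of nuclear minus cytoplasmic ring GR-EGFP intensity difference per well; some compounds called inactive have numbers as strong as hits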
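Buffer or medium: tet-free medium with charcoal-stripped serum / Also added: dexamethasone agonist, 1.0 µM final, for 30 min / Timing: induction 48 h, compound 1 h, agonist 30 min / Measured by: high-content fluorescence imaging after fixation / Read-out: nuclear-to-cytoplasmic GR-EGFP distribution per well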
PMI inhibition: human PMI inhibitors, high substrate, primary screen, biochemical, fluorescence intensity, high mannose 6-phosphate (AID 1220); recombinant PMI enzyme, coupled fluorescence intensity; higher % means a stronger effect; inhibition, % at 20 µM, or IC50 in µM where a hit was titrated; hit rate 0.66% among 190,000
XIAP antagonists: small molecules displacing peptide from XIAP – biochemical, IAP family, fluorescence polarization (AID 1018). displacement, % at 20 µM, or IC50 in µM where a hit was titrated. XIAP BIR domain, fluorescence polarization peptide displacement; higher % means a stronger effect. hit rate 0.007% among 200,000; in the data active = displacement above about 50%; note: a part of the inactive calls stands beside numbers as strong as those of hits
M1AAP inhibition: P. falciparum M1AAP inhibitors, biochemical, fluorogenic H-Leu-NHMec substrate, 1536-well (AID 1445); recombinant M1AAP, H-Leu-NHMec fluorogenic kinetic assay; higher % means a stronger effect; inhibition, % at 30 µM, or IC50 in µM where a hit was titrated; hit rate 0.42% among 220,000;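 active = primary inhibition above the hit cutoff, then over 50% inhibition at one or more dose response concentrations, cut at about 23% in these data, passing the limit was not always enough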;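 note: plate controls were DMSO full reaction for no effect and no enzyme background for full effect; strong numbers were not always called active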
SIAH1 antagonists: blockers of Siah-1 interaction with plectin peptide – biochemical, fluorescence polarization, rhodamine-plectin, uHTS, primary screen (AID 1817). Siah-1 / rhodamine-plectin peptide fluorescence polarization; higher % means a stronger effect. one-dose displacement, % at 20 µM; IC50 in µM for titrated hits. hit rate 0.02% among 290,000;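 active = displacement of at least 50% at 20 µM, with a fluorescence ratio check between 0.3 and a set limit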;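 note: plate controls were Siah plus tracer with DMSO for no effect and tracer alone without Siah for full effect; strong numbers were not always called active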
PMI inhibitors: MPI enzyme activity inhibition – biochemical, fluorescence intensity, coupled assay, primary screen (AID 1209); purified PMI enzyme, coupled fluorescence intensity; higher % means a stronger effect; one-dose inhibition, % at 20 µM; IC50 in µM for titrated hits; hit rate 0.42% among 190,000;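 note: plate controls were DMSO vehicle for no effect and wells lacking substrate for full effect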
AID2073: disruptors of CaV2.2 binding to Mint1 – biochemical, HTRF (AID 2073) | HTRF protein-protein interaction, Mint1-CaV2.2; higher % means a stronger effect | one-dose inhibition, % at 20 µM; IC50 in µM for titrated hits | hit rate 0.19% among 290,000; in the data active = inhibition mostly above about 51%, no sharp cut-off; note: some results filed as inactive read as strong as hits
P. falciparum M17LAP: P. falciparum M17LAP inhibitors, primary screen, biochemical, fluorogenic H-Leu-NHMec substrate, 1536-well (AID 1619); recombinant M17LAP, H-Leu-NHMec fluorogenic kinetic assay; higher % means a stronger effect; inhibition, % at 30 µM; hits with a dose series show IC50 in µM; hit rate 0.38% among 220,000;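 active = compound inhibiting the enzyme by more than half at any dose during confirmatory dose-response retesting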;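 note: plate controls were full reaction with DMSO carrier for no effect and no enzyme background for full effect; strong numbers were not always called active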
LYP phosphatase: PTPN22 lymphoid phosphatase activity blockers – biochemical, fluorescence intensity, uHTS (AID 1779). recombinant LYP phosphatase, fluorescence intensity; higher % means a stronger effect. inhibition, % at 11.5 µM; hits with a dose series show IC50 in µM. hit rate 0.054% among 290,000;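 note: plate controls were vehicle with enzyme for no effect and no enzyme for full effect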
Dynein cargo inh cytoplasmic EGFP: further read-out of Dynein cargo inh, marked with its call; z-score; measured here: cytoplasmic GR-EGFP intensity; stronger effect = higher value
Dynein cargo inh nuclear GR-EGFP: further read-out of Dynein cargo inh, marked with its call; z-score; measured here: nuclear GR-EGFP intensity;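 lower value marks the stronger effect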
Dynein cargo inh cell count: second read-out of Dynein cargo inh, no call of its own (marks repeat the call); z-score; measured here: cell count per field
The depositor's hits bear a star; . = not tested or not shown. Cut-off read from the data, not from the text of the source, unless noted: active = inhibition above about 50%; inactive = the rest. Random draw from the library; any-hit rate near 2.1%.

SMILES | Dynein cargo inh | Dynein cargo inh cytoplasmic EGFP | Dynein cargo inh nuclear GR-EGFP | Dynein cargo inh cell count | PMI inhibition | XIAP antagonists | M1AAP inhibition | SIAH1 antagonists | PMI inhibitors | AID2073 | P. falciparum M17LAP | LYP phosphatase
O=[N+]([O-])/C(C(Cl)=C(Cl)Cl)=C(/NC1CC1)Sc1ccccc1 | -1.5 | -0.28 | -0.74 | 0.72 | -12% | -6.7% | 15% | 4% | 2% | 2% | 13% | -4%
COc1ccccc1NC(=O)C/C(N)=N/O | 2 | -0.23 | 1.2 | -1.2 | -10% | -1.0% | 0% | -8% | -1% | -4% | -11% | -11%
CC(=O)c1ccc(Sc2nnc(C)s2)c([N+](=O)[O-])c1 | -1.5 | -0.11 | -0.59 | 0.47 | -2% | -4.7% | -3% | 1% | -7% | 3% | 3% | -6%
COC(=O)Nc1ccc(S(=O)(=O)N(CCO)CCO)cc1 | 1.8 | -0.15 | 1.1 | -1.5 | 1% | -0.7% | 8% | 0% | 4% | -5% | 10% | -8%
CCn1c(SCc2cccc(C)c2)nnc1-c1ccc(C)cc1 | -0.58 | -0.032 | -0.082 | 0.092 | -4% | 5.2% | -1% | 3% | -2% | 29% | 6% | -10%
Cc1ccc(C(=O)Nc2nnc(-c3ccco3)o2)cc1 | 0.059 | -0.047 | -0.16 | -1 | 11% | -1.7% | -7% | 2% | 18% | 3% | 10% | -6%
O=C(CCCC(=O)N(CC(=O)NC1CCCCC1)Cc1ccccc1)Nc1ccccn1 | -0.54 | 0.042 | -0.058 | 0.59 | 3% | -6.4% | 3% | -1% | 14% | -4% | 13% | -8%
COC(=O)c1cccc(NCN2C(=O)c3ccccc3C2=O)c1 | 1.3 | 0.073 | 0.99 | 0.19 | 6% | -3.8% | -6% | 0% | 3% | 2% | -4% | -4%
Fc1ccc(C(c2ccc(F)cc2)N2CCN(C/C=C/c3ccccc3)CC2)cc1 | -0.64 | -0.27 | 0.2 | 0.88 | -11% | -4.1% | 13% | 18% | -12% | -1% | 8% | 5%
CCCCOc1ccc(-c2cc(C(F)(F)F)c(C#N)c(SCC(=O)O)n2)cc1 | -1 | -0.3 | -0.59 | 0.8 | -4% | 0.6% | 19% | 4% | -13% | 61%* | 2% | 11%
COCC(=O)NC1CC2CCCC(C1)N2Cc1ccccc1 (stereo unspecified) | -0.27 | -0.48 | -0.15 | 0.38 | 1% | -5.6% | 3% | 4% | 1% | 0% | 1% | -4%
CCN(CC)c1ccc(NC(=O)C2CCCN(S(=O)(=O)c3cnc[nH]3)C2)c(C)c1 (stereo unspecified) | -0.72 | -0.25 | -0.23 | 0.89 | 7% | -1.0% | 5% | 0% | -1% | -9% | 9% | -1%
CCOC(=O)CC1CCCCN1Cc1nc(-c2ccc(F)c(OC)c2)oc1C (stereo unspecified) | -0.79 | -0.16 | -0.27 | 0.24 | -6% | -0.8% | 10% | -3% | 1% | -14% | 0% | -6%
CCc1cc2c(NCCO)ncnc2s1 | -0.058 | -0.21 | -0.1 | 0.23 | -3% | -5.3% | -1% | 0% | -10% | 17% | 2% | -6%
CC(=O)SCC(=O)N=c1sc2cc(F)ccc2n1C | -0.25 | 0.2 | -0.14 | 0.16 | 10% | -1.6% | 1% | 3% | 12% | 3% | 3% | -2%

Gathered by group, the compounds so far containing two or more sulfur atoms
SMILES | Dynein cargo inh | Dynein cargo inh cytoplasmic EGFP | Dynein cargo inh nuclear GR-EGFP | Dynein cargo inh cell count | PMI inhibition | XIAP antagonists | M1AAP inhibition | SIAH1 antagonists | PMI inhibitors | AID2073 | P. falciparum M17LAP | LYP phosphatase
CC(=O)c1ccc(Sc2nnc(C)s2)c([N+](=O)[O-])c1 | -1.5 | -0.11 | -0.59 | 0.47 | -2% | -4.7% | -3% | 1% | -7% | 3% | 3% | -6%
CC(=O)SCC(=O)N=c1sc2cc(F)ccc2n1C | -0.25 | 0.2 | -0.14 | 0.16 | 10% | -1.6% | 1% | 3% | 12% | 3% | 3% | -2%

Next entries follow.
SMILES | Dynein cargo inh | Dynein cargo inh cytoplasmic EGFP | Dynein cargo inh nuclear GR-EGFP | Dynein cargo inh cell count | PMI inhibition | XIAP antagonists | M1AAP inhibition | SIAH1 antagonists | PMI inhibitors | AID2073 | P. falciparum M17LAP | LYP phosphatase
CC(C)(C)OC(=O)N1Cc2cc3ccccc3nc2C1CO (stereo unspecified) | -0.69 | -0.24 | -0.43 | -0.15 | . | . | 1% | 6% | . | 9% | 0% | -5%
CC(C)CC(=O)NN1CCCCC1 | 1.2 | -0.24 | 0.44 | 0.054 | -11% | -2.8% | 0% | -2% | -8% | 3% | 1% | -13%
CCNC(=O)c1ccccc1SCc1ccccc1 | 0.43 | -0.26 | 0.042 | -0.36 | -5% | -4.7% | 3% | -1% | -6% | -3% | 7% | -2%
Cc1cccc(C)c1NS(=O)(=O)c1ccc2c(c1)NC(=O)CO2 | -0.29 | -0.36 | -0.19 | 0.87 | -8% | -5.2% | 7% | 5% | 1% | -10% | 10% | -4%
Cc1cc(C)n(-c2ccc(Oc3ccccc3)c(S(=O)(=O)O)c2)n1 | -0.65 | -0.17 | -0.38 | -0.29 | -18% | -4.7% | 1% | 2% | -23% | 9% | -57% | -9%
COc1cccc(NC(=O)CSc2nnc(Cc3cccn3C)n2-c2ccc(F)cc2)c1 | -0.88 | -0.23 | -0.46 | 0.35 | 15% | -8.6% | 10% | -7% | 15% | -6% | 10% | 6%
COc1cccc2cc(C(=O)n3ccc(C)n3)c(=O)oc12 | 0.46 | -0.27 | 0.21 | 0.67 | -6% | -2.9% | -6% | -3% | 0% | 10% | 7% | -4%
Cc1c(Cl)c(C(=O)Nc2nc3ccccc3n2CCN2CCCCC2)nn1C | -0.74 | -0.19 | -0.36 | 1.3 | 55%* | -2.4% | 1% | -3% | 20% | 0% | 15% | 6%
Cc1ccc(NC(=O)CN2CCC(Cc3ccccc3)CC2)cc1S(=O)(=O)N(C)C | 0.19 | -0.32 | 0.56 | 0.02 | 3% | -11% | 4% | -2% | 2% | -9% | 0% | -4%
OCc1nc2ccccc2n1CCCOc1ccc(Br)cc1 | 1.1 | 0.38 | 0.51 | 0.19 | 8% | -1.3% | 2% | -1% | 5% | -6% | -2% | 7%
Cc1ccc(-n2c(=O)[nH]c3ncccc3c2=O)cc1 | 2.9 | -0.019 | 1.7 | -1.9 | 8% | -9.6% | -3% | -3% | 13% | -4% | 1% | -11%
Cc1ccc(C)c(Cn2nnc3c(=O)[nH]c(C4CCCN(C(=O)C5CCC5)C4)nc32)c1 (stereo unspecified) | -0.48 | -0.2 | -0.12 | 0.47 | 11% | -8.0% | 3% | 1% | 8% | 4% | -6% | -4%
Cc1ccc(-n2nc(C)c(Sc3ccccc3[N+](=O)[O-])c2N)cc1 | -0.16 | -0.18 | -0.054 | -0.39 | -12% | -17% | 5% | 4% | -4% | -22% | 4% | -5%
CC(=O)Nc1ccc(NC(=S)NC(=O)/C=C/c2ccc(Cl)cc2)cc1 | 0.26 | -0.27 | 0.23 | 0.13 | -7% | -2.0% | 4% | 10% | -6% | 33% | -4% | -2%
Cc1nc(SCC(=O)NCCc2ccccc2)c2oc3ccccc3c2n1 | -0.065 | -0.27 | 0.082 | 0.98 | 0% | -2.6% | -2% | -4% | 3% | 20% | 3% | -2%
COc1ccc(Nc2nc(C)nc3c2nnn3Cc2ccccc2)cc1OC | 1.1 | -0.19 | 0.93 | -0.53 | 21% | -11% | -17% | -2% | 10% | 20% | -2% | -6%
CO/N=C(\C)c1ncc(C(F)(F)F)cc1N1CCOCC1 | -0.21 | 0.0078 | 0.068 | -0.041 | 1% | 0.8% | 6% | -1% | 3% | 16% | 1% | -7%
CCNC(=S)N/N=C/c1cn(Cc2ccccc2F)c2ccccc12 | -0.3 | -0.23 | 0.045 | 0.76 | 5% | -1.4% | 3% | -14% | 13% | -12% | 0% | 2%
CCc1ccc(-c2nc(-c3ccncc3)no2)cc1 | -0.37 | -0.11 | -0.092 | -0.072 | -3% | -9.5% | 3% | 4% | 1% | 3% | 9% | -6%
CCOC(=O)c1ccc(N2CCN(c3ccc(F)cc3)CC2)c(NC(=O)Nc2cccc(OC)c2)c1 | -0.1 | -0.21 | 0.037 | 0.4 | 6% | -2.2% | -6% | -2% | 7% | 23% | -9% | 7%
O=C(CN(C(=O)c1csnn1)c1cccc(F)c1)NCc1ccc(F)cc1 | -1.2 | -0.28 | -0.43 | 0.61 | -2% | -6.4% | 4% | -3% | -2% | 12% | -1% | -10%
CCn1cc(CNC(=O)c2ccc(C)s2)cn1 | -1.6 | -0.17 | -1.1 | 1.6 | -6% | -1.9% | 0% | 2% | 0% | -2% | -5% | -4%
CCOc1cc(C2C(C#N)=C(N)SC(N)=C2C#N)ccc1OCCN1CCOCC1 | -0.61 | 0.23 | 0.15 | 0.14 | -14% | -7.0% | 4% | -4% | 9% | 3% | 3% | 2%
Cc1ccc[n+](CC(=O)Nc2ccc([N+](=O)[O-])cc2Cl)c1 | . | . | . | . | 1% | -3.8% | 9% | -2% | 7% | 3% | 16% | -2%
Cc1cccc(S(=O)(=O)N(CC(=O)Nc2ccccc2C)Cc2ccco2)c1 | -0.023 | -0.27 | -0.0023 | 1.8 | 7% | -4.0% | 13% | 7% | 9% | -9% | 11% | 1%
FC(F)(F)c1ccccc1NC(=S)N1CCN(c2ncccn2)CC1 | -0.92 | -0.19 | -0.47 | 0.75 | 4% | -1.6% | 10% | 0% | 5% | -45% | 4% | -1%
CC1CCCC(C)N1C(=O)CSc1nc2ncnc(N)c2[nH]1 (stereo unspecified) | -0.17 | -0.078 | -0.16 | 1.2 | 15% | -8.2% | 1% | -2% | 17% | 5% | 2% | -2%
